SMN2 splice enh: qHTS Assay for Enhancers of SMN2 Splice Variant Expression; HEK293 SMN2-luciferase splicing reporter, luminescence, 30-36 h; Potency, µM (titrated, usually from 46.1 µM), inactives show at the highest dose activity change, positive = activation, most hits filed as activators; 2.8% of 210,000 active; AID 1458, 2008; also: % of control where 0% means no effect; nearly all actives have a fitted effect of over 55% in size
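HEK293 cells carry an SMN2 […]–luciferase reporter in which exon 7 inclusion puts luciferase in frame. Cells were plated 10-12 h before compound addition, then incubated 30-36 h at 37C. ONE-Glo luminescence was read; sodium butyrate at 4.5 mM final served as control.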
TRb SRC2 PPI: qHTS for Inhibitors of the Interaction of Thyroid Hormone Receptor and Steroid Receptor Coregulator 2; TRbeta-SRC2 peptide binding, fluorescence polarization; receptor liganded with 1 µM T3; Potency, µM (top dose mostly 106 µM), inactives show at the top dose activity change, negative = inhibition, usual class: inhibitors; 0.065% of 280,000 active; AID 1469, 2008;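 also: plate controls were bound peptide for no effect and peptide without receptor for full effect; nearly all actives have a fitted effect of over 50% in size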
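Binding of a 20-amino-acid Texas Red SRC2 peptide (20 nM) to TRb ligand-binding domain (0.6 uM) with agonist T3 at 1 uM was followed by fluorescence polarization after a 5 hr room-temperature incubation.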
TexasRed fluor: Total Fluorescence Counterscreen for Inhibitors of the Interaction of Thyroid Hormone Receptor and Steroid Receptor Coregulator 2. TRb/SRC2 Texas Red total fluorescence interference. Potency, µM (titrated, usually from 106 µM), for the others: at the highest dose fluorescence change, negative = quenching. 0.29% of 280,000 active; active = well fitted curve in either direction with a large enough effect; inconclusive = small, poorly fitted or top-dose-only effect; also: % is scaled to controls: 0 for no effect and ±100 for the full control effect
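Flags fluorescent or light-absorbing compounds by total fluorescence, S + 2P, at 555 nm excitation and 632 nm emission. Mixture: 20 nM Texas Red SRC2 peptide, 0.6 uM human TRb LBD, 1 uM T3, 5% DMSO; compound exposure 5 h at ambient temperature.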
KDM4E inh: qHTS Assay for Inhibitors of Human Jumonji Domain Containing 2E (JMJD2E) | JMJD2E catalytic domain, FDH-coupled NADH fluorescence (FDH is formaldehyde dehydrogenase) | AID 2147, 2009 | Potency, µM (highest dose often 57.1 µM), for the others: at the top dose activity change, negative = inhibition, most hits filed as inhibitors | 1.6% of 230,000 active | Lysine-specific demethylase 4E (Homo sapiens), B2RXH2; active = well fitted inhibition curve with a large enough effect, not every such curve was filed as active; inconclusive = small, poorly fitted or top-dose-only effect, or another doubt; inactive = no such curve, though single readings can be large or run the other way;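 also: 0% = wells with enzyme and -100% = buffer wells without enzyme; nearly all actives have a fitted effect of over 50% in size; many of its hits are not listed in these tables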
ALDH1A1 inh: qHTS Assay for Inhibitors of Aldehyde Dehydrogenase 1 (ALDH1A1) | Aldehyde dehydrogenase 1A1 (Homo sapiens), P00352 | Purified ALDH1A1, NADH fluorescence, propionaldehyde substrate | Potency, µM (doses to about 75.3 µM), for the others: at the top dose activity, negative = inhibition, usual class: inhibitors | 7.3% of 220,000 active | AID 1030, 2008; active = well fitted inhibition curve with a large enough effect, not every such curve was filed as active; inconclusive = small, poorly fitted or top-dose-only effect, or another doubt; inactive = no such curve, though single readings can be large or run the other way;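 also: plate controls were no enzyme wells and a reference inhibitor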
Lamin A splicing: qHTS Assay for Modulators of Lamin A Splicing | HeLa LMNA splicing GFP/RFP minigene ratio, 48 h | Potency, µM (series often up to 46.1 µM), inactives show at the highest dose ratio change, negative = inhibition, most hits filed as inhibitors | 0.01% of 200,000 active | AID 1487, 2009; active = well fitted inhibition curve with a large enough effect in the signal ratio, with a control signal flat, not every such curve was filed as active; inconclusive = small, poorly fitted or top-dose-only effect, or effect the other way, or a change in a side signal; the % refers to the signal ratio; also: % is scaled to controls: 0 for no effect and ±100 for the full control effect
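S3 HeLa stable clones carrying a lamin A-EGFP splicing minigene plus DsRed2 were seeded at 600 cells/well in Opti-MEM with 2% FBS, pin-dosed and incubated 48 h at 37°C. Acumen cytometry (488 nm) gave the GFP/RFP total-intensity ratio.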
RGS12 GoLoco inh: qHTS Assay for Inhibitors of RGS12 GoLoco Motif Activity (Red Fluorophore). Guanine nucleotide-binding protein G(i) subunit alpha-1 (Homo sapiens), P63096. Gai1:RGS12 GoLoco peptide FP, rhodamine, 10 min. Potency, µM (titrated, usually from 61.6 µM), without a hit: at the top dose activity, negative = inhibition, usual class: inhibitors. 0.44% of 230,000 active. AID 880, 2007; active = well fitted inhibition curve with a large enough effect, not every such curve was filed as active; inactive = no such curve, though single readings can be large or run the other way; also: % is scaled to controls: 0 for no effect and ±100 for the full control effect; nearly all actives have a fitted effect of over 30% in size; many of its hits are not listed in these tables
Target sequence (P63096 whole entry, looked up): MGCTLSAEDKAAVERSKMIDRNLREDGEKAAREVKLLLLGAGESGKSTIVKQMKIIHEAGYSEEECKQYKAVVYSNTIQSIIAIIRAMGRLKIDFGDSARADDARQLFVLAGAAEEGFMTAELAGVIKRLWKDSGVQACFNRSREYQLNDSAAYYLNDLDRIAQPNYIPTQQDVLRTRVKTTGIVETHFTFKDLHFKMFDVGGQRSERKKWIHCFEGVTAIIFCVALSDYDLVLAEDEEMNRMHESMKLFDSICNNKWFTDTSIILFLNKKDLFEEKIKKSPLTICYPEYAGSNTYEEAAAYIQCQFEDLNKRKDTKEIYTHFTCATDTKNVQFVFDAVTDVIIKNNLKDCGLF
RECQ1 inh: qHTS Assay for Inhibitors of RecQ-Like Dna Helicase 1 (RECQ1). RECQ1 DNA unwinding, red fluorescence kinetic read. Potency, µM (series often up to 57.3 µM), for inactives: top-dose activity, negative = inhibition, actives largely listed as inhibitors. 0.54% of 240,000 active;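 also: plate controls were vehicle for no effect and no enzyme for full effect; nearly all actives have a fitted effect of over 30% in size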
Target sequence (P46063 whole entry, looked up): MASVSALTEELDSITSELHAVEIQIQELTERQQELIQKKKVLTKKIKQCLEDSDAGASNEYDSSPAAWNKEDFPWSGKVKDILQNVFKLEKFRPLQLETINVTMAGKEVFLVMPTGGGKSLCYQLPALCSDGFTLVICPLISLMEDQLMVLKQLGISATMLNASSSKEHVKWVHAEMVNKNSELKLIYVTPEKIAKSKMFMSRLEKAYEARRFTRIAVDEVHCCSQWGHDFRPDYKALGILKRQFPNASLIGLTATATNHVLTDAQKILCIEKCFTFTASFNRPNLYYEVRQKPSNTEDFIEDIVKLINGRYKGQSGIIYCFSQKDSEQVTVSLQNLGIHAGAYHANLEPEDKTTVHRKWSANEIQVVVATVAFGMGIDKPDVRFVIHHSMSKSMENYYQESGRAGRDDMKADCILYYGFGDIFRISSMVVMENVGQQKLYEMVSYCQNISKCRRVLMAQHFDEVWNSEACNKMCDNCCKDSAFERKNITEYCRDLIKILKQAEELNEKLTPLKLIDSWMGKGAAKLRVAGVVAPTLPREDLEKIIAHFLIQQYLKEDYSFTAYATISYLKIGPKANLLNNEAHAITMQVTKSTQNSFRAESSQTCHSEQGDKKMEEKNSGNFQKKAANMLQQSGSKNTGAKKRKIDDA
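RECQ1T1 50 nM; forked duplex (20 bp + 30-nt ss tails) 200 nM, ATP 2 mM final; pH 8.0, 2 mM MgCl2, 2.5 ug/ml poly(dI-dC); 15 min compound preincubation; discontinuous kinetic read over 2 h at RT.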
The depositor's hits bear a star; i = inactive; ? = inconclusive; . = not tested or not shown; [ ] = dose if it differs, or a comment. Unless noted, calls follow the shape of the dose curve; as a rule, active = well fitted curve in the direction sought with a large enough effect; inconclusive = small, poorly fitted or top-dose-only effect, or another doubt; inactive = no such curve, though single readings can be large; an effect the other way counts as inactive or inconclusive. Potency is read from the fitted curve at half-maximal effect. Only part of the results is shown; rates above refer to the full screens.

Start of the data: the first twelve compounds as a preview:
SMILES	SMN2 splice enh	TRb SRC2 PPI	TexasRed fluor	KDM4E inh	ALDH1A1 inh	Lamin A splicing	RGS12 GoLoco inh	RECQ1 inh
CCCCCC(=O)Nc1cccc(C2=NOC3(C2)C[C@@H](C(N)=O)N(C(=O)c2cc([N+](=O)[O-])cc([N+](=O)[O-])c2C)C3)c1 (stereo not given in full)	.	-2%	0%	0%	.	.	5%	i
CC(C)(C)OC(=O)N1CCC(c2c(C(=O)O)cnn2-c2ccc(Cl)cc2)CC1	-12%	-1%	-2%	-2%	-8%	11%	11%	-5%
CCCSc1nnc(-c2ccccc2N)c(=O)[nH]1	46%	4%	0%	22%	?	8%	6%	-1%
Cc1ccc(C)c(N(CC(=O)NCc2ccco2)C(=O)CCC(=O)Nc2ccccn2)c1	5%	-6%	1%	7%	-3%	-14%	-5%	-7%
O=C(Nc1ccc(Cl)c(C(F)(F)F)c1)c1ccco1	-3%	-13%	-1%	0%	-6%	6%	-1%	-2%
N#Cc1ccccc1CN1C(=O)NC(Cc2c[nH]c3ccccc23)C1=O (stereo not given)	24%	-2%	0%	-9%	-13%	.	3%	3%
CCN1C(=O)N[C@@H](c2cccc(C(F)(F)F)c2)[C@H](C(=O)OC)[C@H]1C	3%[9.22 µM]	4%[11.2 µM]	-19%[11.2 µM]	11%[11.4 µM]	14%[13.5 µM]	-4%[9.22 µM]	-9%[14.2 µM]	i[11.5 µM]
COc1ccc(CCNC(=O)CSc2ccc(-c3ccccc3)nn2)cc1OC	-1%	-9%	-1%	2%	4%	8%[0.0737 µM]	10%	-4%
COCc1nnc(N)s1	.	0%	1%	7%	11%	0%	0%	-1%
O=C1CC(/C=C/c2ccco2)=Nc2ccccc2N1	1%	-4%	-5%	?	?	7%	30%	-22%
COCCCNC(=O)C1CC(=O)N(CCc2ccc(OC)c(OC)c2)C1 (stereo not given)	-1%	-2%	1%	7%	8%	2%[0.0737 µM]	14%	-8%
NS(=O)(=O)c1ccc(NC(=O)Nc2ccccc2)cc1	.	3%	1%	-1%	.	.	-5%	i

Results (from the top)
SMILES	SMN2 splice enh	TRb SRC2 PPI	TexasRed fluor	KDM4E inh	ALDH1A1 inh	Lamin A splicing	RGS12 GoLoco inh	RECQ1 inh
CCCCCC(=O)Nc1cccc(C2=NOC3(C2)C[C@@H](C(N)=O)N(C(=O)c2cc([N+](=O)[O-])cc([N+](=O)[O-])c2C)C3)c1 (stereo not given in full)	.	-2%	0%	0%	.	.	5%	i
CC(C)(C)OC(=O)N1CCC(c2c(C(=O)O)cnn2-c2ccc(Cl)cc2)CC1	-12%	-1%	-2%	-2%	-8%	11%	11%	-5%
CCCSc1nnc(-c2ccccc2N)c(=O)[nH]1	46%	4%	0%	22%	?	8%	6%	-1%
Cc1ccc(C)c(N(CC(=O)NCc2ccco2)C(=O)CCC(=O)Nc2ccccn2)c1	5%	-6%	1%	7%	-3%	-14%	-5%	-7%
O=C(Nc1ccc(Cl)c(C(F)(F)F)c1)c1ccco1	-3%	-13%	-1%	0%	-6%	6%	-1%	-2%
N#Cc1ccccc1CN1C(=O)NC(Cc2c[nH]c3ccccc23)C1=O (stereo not given)	24%	-2%	0%	-9%	-13%	.	3%	3%
CCN1C(=O)N[C@@H](c2cccc(C(F)(F)F)c2)[C@H](C(=O)OC)[C@H]1C	3%[9.22 µM]	4%[11.2 µM]	-19%[11.2 µM]	11%[11.4 µM]	14%[13.5 µM]	-4%[9.22 µM]	-9%[14.2 µM]	i[11.5 µM]
COc1ccc(CCNC(=O)CSc2ccc(-c3ccccc3)nn2)cc1OC	-1%	-9%	-1%	2%	4%	8%[0.0737 µM]	10%	-4%
COCc1nnc(N)s1	.	0%	1%	7%	11%	0%	0%	-1%
O=C1CC(/C=C/c2ccco2)=Nc2ccccc2N1	1%	-4%	-5%	?	?	7%	30%	-22%
COCCCNC(=O)C1CC(=O)N(CCc2ccc(OC)c(OC)c2)C1 (stereo not given)	-1%	-2%	1%	7%	8%	2%[0.0737 µM]	14%	-8%
NS(=O)(=O)c1ccc(NC(=O)Nc2ccccc2)cc1	.	3%	1%	-1%	.	.	-5%	i
O=C(NCCc1nc2ccccc2[nH]1)c1ccco1	-14%	0%	2%	8%	11%	-2%	-3%	i
Cc1c(C(=O)NCCSCc2ccccc2Cl)cccc1[N+](=O)[O-]	-29%	-3%	2%	2%	?	-6%	4%	-12%
Cc1oc(C(C)(C)C)cc1C(=O)Nc1cccc(/C=C/C(=O)O)c1	0%	-6%	-2%	3%	-13%	16%	-9%	i
CCC(=O)NCC(c1cccs1)N1CCOCC1 (stereo not given)	-11%	-5%	-2%	2%	-4%	6%	-3%	-8%
COc1ccc(OC)c(S(=O)(=O)N2CCC(C(=O)NCCc3ccc(OC)c(OC)c3)CC2)c1	-21%	-1%	-3%	-1%	?	-11%	-2%	-1%
CCOc1ccc(C2C(C(=O)c3ccc(C)o3)=C(O)C(=O)N2CCN2CCOCC2)cc1OC (stereo not given)	.	0%	2%	-15%	?	3%	.	-9%
COc1ccc(N2C(=O)C(Cc3ccccc3)NC2=S)cc1 (stereo not given)	2%	-11%	-2%	-4%	14%	-21%[46 µM]	-5%	i
Cc1cc(NS(=O)(=O)c2ccc(NC(=O)COc3ccccc3C(C)C)cc2)no1	8%	7%	2%	2%	2%	10%	3%	-11%
O=C(c1cc([N+](=O)[O-])ccc1N1CCOCC1)N1CCOCC1	-3%	-1%[53 µM]	-2%[53 µM]	0%	4%	-8%	12%	-3%
Cc1cc2cc(CN(CCN(C)C)C(=S)NCc3ccco3)c(=O)[nH]c2cc1C	-16%	-1%	-2%	?	-15%	?	22%	-6%
O=C(Cn1nnc(-c2ccccc2-n2cnnn2)n1)N1CCCCC1	-2%	-15%	-1%	-7%	-8%	-4%	2%	-17%
Cc1csc(NC(=O)NC2(C(F)(F)F)Oc3ccccc3O2)n1	.	4%	1%	9%	0%	?	.	-3%
O=C(CN1CCc2ccccc2C1)N1CCN(S(=O)(=O)c2ccccc2)CC1	-21%	-7%	-2%	-2%	?	-18%	-35%	0%
CCc1nnc(NC(=O)C2CCCN(S(=O)(=O)c3ccc(OC)cc3)C2)s1 (stereo not given)	.	-3%	-6%	-1%	-3%	-5%[46 µM]	17%	16%
O=c1cc(COc2ccccc2[N+](=O)[O-])nc2sccn12	.	-1%	-3%	-12%	?	-4%[46 µM]	10%	-9%
COc1cc(OC)cc(OCC(O)Cn2ccnc2)c1 (stereo not given)	-19%	3%	2%	0%	1%	-3%	6%	i
CCOC(=O)c1c(CSCc2ccccc2)oc2ccc(O)c(CN(C)C)c12	.	-1%	-3%	-4%	.	.	3%	-13%
O=C(c1cn(-c2ccc(Cl)c(Cl)c2)nn1)C1CC1	8%	-15%	1%	-4%	2%	7%[9.22 µM]	8%	4%
Cc1ccsc1C(=O)OCC(=O)N1CC(=O)Nc2ccccc21	-10%	0%	-3%	3%	?	9%	1%	-8%
CC(C)(C)c1ccc(S(=O)(=O)/C=C\C#N)cc1	.	-2%	1%	?	0.056µM*	.	3%	-10%
CS(=O)c1ccccc1O (stereo not given)	0%	-2%	-1%	7%	13%	22%[46 µM]	11%	-8%
CCOC(=O)C(=CNc1nc2ccc(C(=O)OCC)cc2s1)C(=O)OCC	.	-7%	-7%	-7%	.	.	0%	i
O=c1cc(-c2ccccc2Cl)oc2cc(O)cc(O)c12	-5%	-5%	1%	1%	?	?	-10%	6%
CCN(CC)S(=O)(=O)c1ccc(NS(=O)(=O)c2ccc(F)cc2)cc1	2%	-23%	-6%	1%	13µM*	?	-4%	7%
Nc1nncn1C(=O)CCCOc1ccc(Cl)cc1Cl	-2%	-9%	-4%	9%	5%	4%	5%	-16%
Cc1ccc(NCC(=O)N/N=C/c2cccc(Oc3ccccc3)c2)cc1	-30%	-10%	1%	-5%	?	?	6%	-4%
Cc1ccccc1CNc1nnnn1C	-8%	-12%	0%	0%	6%	?	-2%	i
O=C(COc1ccc(Br)cc1Br)NC(=O)NC1CCCC1	14µM*	1%	-2%	5%	?	.	12%	-18%
O=C(CCN1C(=O)C2C3C=CC(C3)C2C1=O)Nc1ccccc1F (stereo not given)	0%	-20%	-3%	3%	?	-7%	-1%	-5%
O=C(Cn1c(=O)[nH]c2ccccc2c1=O)N1CCN(c2cccc(Cl)c2)CC1	-5%	-5%	-1%	16%	8%	-6%[46 µM]	4%	-9%
Cc1cc(Nc2nc(Cl)c(Cl)cc2Cl)n(-c2ccccc2)n1	8%	1%	4%	3%	11%	?	-3%	-11%
COc1cccc(-n2nnc3c(=O)n(Cc4ccccc4F)cnc32)c1	?	7%	0%	-6%	?	3%	2%	6%
Cc1cc(N)n(-c2ccc(S(=O)(=O)N3CCCC3)cc2[N+](=O)[O-])n1	.	-5%	0%	-5%	.	.	-8%	-17%
C[C@@H]1CC[C@]2(O[C@@H](CCO)C[C@H](O)[C@H]2O)O1	7%	1%	1%	-2%	-4%	-3%	-6%	-2%
CCOc1ccccc1NC(=O)Nc1cc(S(=O)(=O)N(C)C)ccc1C	.	1%	-1%	5%	-3%	.	7%	2%

High-throughput results (PubChem)
